# Runt-CBFb FRET: inhibitors of RUNX1 Runt–CBFb binding, primary screen, biochemical, FRET, Cerulean-Runt, Venus-CBFb, uHTS. actives 0.46% (n = 220,000). inhibition, % at 20 µM. Cerulean-Runt/Venus-CBFb FRET ratio 530/480, 1 h;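 active means inhibition over about 50% at 20 µM in the single-dose screen, limit read from the data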;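 further: 0% = DMSO wells and 100% = excess unlabeled CBFb competitor control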
#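 Schedule: protein complex preformed 1 h, compound exposure 1 h, room temperature, dark; test system: Cerulean-labeled Runt domain protein; amount: 100 nM per protein; buffer or medium: Tris 50 mM pH 7.5, KCl, K2SO4, 0.01% BSA; read-out: loss of energy transfer signal; detection: FRET fluorescence; controls: 5 µM unlabeled CBFb as full-inhibition high control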
# Mdm2 ligase inh: MDM2-luciferase reporter signal enhancers, primary screen, MDM2 E3 ligase inhibitor project, cell-based, luminescence, 1536-well. E3 ubiquitin-protein ligase Mdm2 (Homo sapiens), Q00987. cell-based MDM2 ubiquitination luciferase reporter, 2 h; 0 = plate control, 100 = twice control, blank-subtracted. signal enhancement, % at 5 µM. actives 0.11% (n = 210,000). AID 1230, 2008;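 active means signal enhancement of 30% or more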;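 further: luminescence tracks abundance of the self-degrading MDM2-luciferase fusion protein; higher signal means inhibition of MDM2 E3 ligase activity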
#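 Assay system: mammalian cells stably expressing self-ubiquitinating, self-degrading MDM2 E3–luciferase fusion. Quantity: 2000 cells in each well. Medium: DMEM culture medium. Compound dosing: single-point 5 µM. Timing: cell settling 4 h, compound treatment 2 h, both 37 °C. Technique: luciferase luminescence. Read-out basis: percent signal gain over controls, blank-subtracted. Benchmarks: plate controls and plate blanks.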
# Hck-Nef inh: inhibitors of Nef-activated human Hck kinase, primary screen, biochemical, Z-Lyte FRET, 384-well, Hck-YEEI | Recombinant Hck-YEEI plus Nef, Z-Lyte FRET kinase assay | Tyrosine-protein kinase HCK (Homo sapiens), P08631 | actives 0.68% (n = 220,000) | inhibition, % at 20 µM;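 active means Hck-Nef kinase inhibition above about 50%, limit read from the data; inactive means inhibition below that limit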;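 further: 0% = DMSO with Hck plus Nef and 100% = Hck alone without Nef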
# Target sequence (P08631 whole entry, looked up): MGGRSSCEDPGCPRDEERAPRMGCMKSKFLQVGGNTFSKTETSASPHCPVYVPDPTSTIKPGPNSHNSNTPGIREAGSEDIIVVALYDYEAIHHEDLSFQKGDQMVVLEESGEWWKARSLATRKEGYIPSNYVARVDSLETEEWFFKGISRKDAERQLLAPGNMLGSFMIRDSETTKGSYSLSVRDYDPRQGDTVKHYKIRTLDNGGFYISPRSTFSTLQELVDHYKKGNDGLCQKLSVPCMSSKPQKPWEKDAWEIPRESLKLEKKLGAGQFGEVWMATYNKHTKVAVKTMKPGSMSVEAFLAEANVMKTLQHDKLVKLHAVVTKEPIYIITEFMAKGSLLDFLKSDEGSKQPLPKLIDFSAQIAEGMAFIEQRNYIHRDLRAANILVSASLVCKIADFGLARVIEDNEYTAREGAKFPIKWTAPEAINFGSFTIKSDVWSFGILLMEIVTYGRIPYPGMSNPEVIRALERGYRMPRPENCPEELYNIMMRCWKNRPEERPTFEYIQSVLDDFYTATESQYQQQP
# EBV gp42 block: Epstein-Barr virus gp42 inhibitors, primary screen, biochemical, uHTS, fluorescence polarization | Glycoprotein 42 (Epstein-Barr virus (strain AG876)), Q1HVG2 | Fluorescence polarization binding assay, mP read-out | inhibition, % (tested at 21.74 µM) | actives 0.42% (n = 220,000) | AID 1085, 2008; in the data active means inhibition above about 50%
# Target sequence (Q1HVG2 whole entry, looked up): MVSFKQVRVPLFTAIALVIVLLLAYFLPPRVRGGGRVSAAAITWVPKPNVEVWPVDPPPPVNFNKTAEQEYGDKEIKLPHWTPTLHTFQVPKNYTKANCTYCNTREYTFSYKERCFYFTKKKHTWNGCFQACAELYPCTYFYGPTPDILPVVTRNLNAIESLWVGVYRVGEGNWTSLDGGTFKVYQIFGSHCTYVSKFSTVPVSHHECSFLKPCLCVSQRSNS
# Runt-SMMHC FRET: inhibitors of RUNX1 Runt–CBFb-SMMHC binding, primary screen, biochemical, FRET, Cerulean-Runt, Venus-CBFb-SMMHC, uHTS. Runt-related transcription factor 1 (Homo sapiens) + Core-binding factor subunit beta …. Cerulean-Runt/Venus-CBFb-SMMHC FRET ratio 530/480, 1 h. inhibition, % at 20 µM. actives 0.74% (n = 220,000). AID 1434, 2008;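 active means mean inhibition across duplicate retests at 20 µM reaching about 50%, limit read from the data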;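 further: 0% = DMSO wells and 100% = wells with excess untagged CBFb-SMMHC; inhibitors lower the FRET ratio by blocking Runt binding to CBFb-SMMHC; some results filed as inactive read as strong as hits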
# TbHK1 inh: Trypanosoma brucei hexokinase 1 inhibitors, primary screen, biochemical, G6PDH-coupled NADH absorbance, MLSCN library; hexokinase 1 [Trypanosoma brucei]; recombinant TbHK1, G6PDH-coupled NADH A340; inhibition, % at 10 µM; actives 0.11% (n = 220,000); AID 1430, 2008;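 active means inhibition of 50% or more in the single-dose primary screen; inactive means inhibition below 50%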
# L929 necroptosis: inhibitors of zVAD-triggered necroptosis, primary screen, L929 cells. viability rescue, % at 10 µM. actives 0.38% (n = 220,000). L929 zVAD necroptosis rescue, ATP luminescence, 24 h; with zVAD 60 µM;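 active means activation, scaled between plate controls, above about 75%, limit read from the data; inactive means activation under that limit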;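 further: 0% = zVAD with DMSO and 100% = DMSO alone without zVAD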
# p47phox inh: p47phox/p22phox peptide binding inhibitors, primary screen, biochemical, uHTS, NADPH oxidase regulatory subunit | Neutrophil cytosol factor 1 (Homo sapiens), P14598 | fluorescence polarization, 2 h | inhibition, % at 24.7 µM | actives 0.53% (n = 220,000);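 active means inhibition above about 30%, limit read from the data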;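 further: 0% = p47phox with labelled peptide and 100% = labelled peptide alone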
# 14-3-3 Bad inh: inhibitors of 14-3-3 zeta/Bad binding, primary screen, biochemical, TR-FRET, bovine 14-3-3 zeta | TR-FRET 14-3-3zeta/Dy647-pBad peptide displacement, 1 h | inhibition, % at 21.7 µM | actives 0.71% (n = 220,000) | AID 781, 2007;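 active means inhibition above about 70%, limit read from the data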;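 further: 0% = full 14-3-3 plus peptide FRET controls and 100% = background without 14-3-3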
# Target sequence (P63103 whole entry, looked up): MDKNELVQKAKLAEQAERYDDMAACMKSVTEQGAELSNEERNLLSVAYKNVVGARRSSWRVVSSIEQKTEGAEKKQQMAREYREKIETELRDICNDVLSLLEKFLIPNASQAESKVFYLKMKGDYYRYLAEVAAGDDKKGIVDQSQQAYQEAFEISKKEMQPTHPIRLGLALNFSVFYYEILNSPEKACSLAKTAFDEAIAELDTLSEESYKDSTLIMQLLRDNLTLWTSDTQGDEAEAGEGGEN
# * marks the source's active call; other numbers are inactive results; nt = not tested or not shown; [ ] = dose if it differs, or a comment.
SMILES,Runt-CBFb FRET,Mdm2 ligase inh,Hck-Nef inh,EBV gp42 block,Runt-SMMHC FRET,TbHK1 inh,L929 necroptosis,p47phox inh,14-3-3 Bad inh
O=C(COc1ccc(F)cc1Br)N1CCc2ccccc21,1,-38,1,-9,-4,8,-0.5,-11,1
CN1C/C(=N\S(=O)(=O)c2ccccc2)N(C)C1=O,-2,-2,-4,-13,-1,2,nt,12,-2
CN(C)c1ccc(P(=O)(CC(=O)N/N=C/c2ccc(C#N)cc2)OCCCl)cc1 (centres undefined),0,-3,-7,-1,0,0,1.1,-8,-7
COc1ccc(Cl)cc1C(=O)N1CCN=C1SC,0,-4,-8,3,1,-6,-1.4,-8,4
COC(=O)Cc1c(O)ccn(Cc2ccc(F)cc2)c1=O,-1,-15,1,-22,-7,2,0.1,-3,8
Cc1c(NC(=S)NC(=O)c2cc3ccccc3o2)c(=O)n(-c2ccccc2)n1C,1,-5,5,-9,4,32,1.9,-9,-1[fluorescence artefact?]
Cn1cccc1Cc1nnc(SCC(N)=O)n1CCc1ccccc1,0,-26,2,-8,0,-2,0.9,89*,-7
Cc1ccc2[nH]c(=O)c(CN(C(=O)c3cccs3)c3ccccc3)cc2c1,-2,-8,1,-2,0,-2,0.0,-5,4
C#CCOCCOCCOCCNc1nc(N2CCOCC2)nc(N2CCN(C(=O)[C@H](Cc3ccc(O)cc3)n3cc([C@@H](N)C(C)CC)nn3)CC2)n1 (some centres undefined),1,nt,1,-5,2,9,-0.4,-8,3
COC(=O)C1=C(C)NC(=O)NC1c1ccco1 (centres undefined),0,-22,18,13,1,2,3.0,5,-20
CCCC(=O)Nc1nc2nc(-c3ccccc3)cc(=O)n2[nH]1,-1,nt,-1,-28,-10,-3,0.3,-22,30[fluorescence artefact?]
O=S(=O)(NC1CCCCC1)c1ccc(Cl)s1,2,-5,-1,-28,-7,-1,0.2,-5,10
COC(=O)C(NC(=O)CNS(=O)(=O)c1ccc(Br)cc1)c1ccccc1 (centres undefined),-2,-5,26,0,0,-1,0.5,-7,-7
CN(Cc1ccccc1)C(=O)CC(c1ccccc1)c1cc(Cl)ccc1O (centres undefined),-1,-13,0,-3,3,-7,-0.3,15,0
O=C(Oc1ccc(O)cc1)C12CC3CC(CC(C3)C1)C2,3,-3,13,7,1,9,27,-11,-6
c1ccc(Cn2nnc3c(N4CCCC4)ncnc32)cc1,1,-2,2,-3,2,-3,1.9,0,22
CCN(CC)C(=O)/C(=C\c1cccc([N+](=O)[O-])c1)NC(=O)c1ccco1,0,-1,1,5,-1,-6,1.3,-3,1[fluorescence artefact?]
CCOc1[nH]n(-c2ccccc2)c(=O)c1C=NCc1ccncc1,1,2,16,-4,1,7,0.4,0,2
Cc1ccc(C)c2nc(Cl)c(C3NC(=O)c4ccccc4N3)cc12 (centres undefined),-1,-25,0,-1,-1,1,1.9,-11,-12
CC(C)Oc1ccc(C(=O)Nc2ccc(N(C)C)cc2)cc1,11,0,-2,-22,4,2,5.3,-2,0

# Some entries already given, showing only Runt-CBFb FRET, p47phox inh and L929 necroptosis:
mol | Runt-CBFb FRET | p47phox inh | L929 necroptosis
CN(Cc1ccccc1)C(=O)CC(c1ccccc1)c1cc(Cl)ccc1O (centres undefined) | -1 | 15 | -0.3
O=C(Oc1ccc(O)cc1)C12CC3CC(CC(C3)C1)C2 | 3 | -11 | 27
c1ccc(Cn2nnc3c(N4CCCC4)ncnc32)cc1 | 1 | 0 | 1.9
CCN(CC)C(=O)/C(=C\c1cccc([N+](=O)[O-])c1)NC(=O)c1ccco1 | 0 | -3 | 1.3

# Laid out differently: two of the compounds above.
CCN(CC)C(=O)/C(=C\c1cccc([N+](=O)[O-])c1)NC(=O)c1ccco1
  Runt-CBFb FRET: 0
  Mdm2 ligase inh: -1
  Hck-Nef inh: 1
  EBV gp42 block: 5
  Runt-SMMHC FRET: -1
  TbHK1 inh: -6
  L929 necroptosis: 1.3
  p47phox inh: -3
  14-3-3 Bad inh: 1[fluorescence artefact?]
CCOc1[nH]n(-c2ccccc2)c(=O)c1C=NCc1ccncc1
  Runt-CBFb FRET: 1
  Mdm2 ligase inh: 2
  Hck-Nef inh: 16
  EBV gp42 block: -4
  Runt-SMMHC FRET: 1
  TbHK1 inh: 7
  L929 necroptosis: 0.4
  p47phox inh: 0
  14-3-3 Bad inh: 2

# Next section.
SMILES,Runt-CBFb FRET,Mdm2 ligase inh,Hck-Nef inh,EBV gp42 block,Runt-SMMHC FRET,TbHK1 inh,L929 necroptosis,p47phox inh,14-3-3 Bad inh
CNC(=O)NNC(=O)c1csc(-c2ccc(C(F)(F)F)cc2Cl)n1,1,-13,12,-23,-5,-7,0.4,-7,-1
COc1cccc(CC(=O)NNC(=O)c2c(-c3ccccc3)noc2C)c1,0,-15,4,-13,2,-5,-0.4,-6,0
CCN(CC)S(=O)(=O)c1ccc(N2CCCC2)c(NC(=O)c2ccncc2)c1,1,-9,7,-10,-6,3,-0.8,-16,-13
O=C(Nc1ccccc1-c1ccccc1)C1CCCCC1,1,-4,2,1,0,-1,-0.1,-2,-4
COc1cc2c(c3oc(-c4ccccc4)cc(=O)c13)C=CC(C)(C)O2,-1,-12,20,-5,-11,-12,2.4,-1,1
COc1nnc(-c2ccc(N3CCOCC3)c(NC(=O)c3ccc(C)cc3)c2)c2ccccc12,-8,2,-1,-28,-5,-5,-0.1,6,7
COc1ccc(S(=O)(=O)N2CCC(C(=O)Nc3ccc4c(c3)OCCO4)CC2)cc1OC,2,-11,1,-2,-2,-2,1.5,-8,-1
O=C(COc1cccc(Cl)c1)Nc1cc(S(=O)(=O)N2CCOCC2)ccc1N1CCOCC1,-2,nt,17,-13,-2,-10,-0.2,-7,5
CCOC(=O)CN(C(=O)Cn1nnc2ccccc21)C(C(=O)NCCOC)c1ccccc1C (centres undefined),-2,-10,0,-10,-3,4,-0.4,-1,8
Cc1cc(N2CCN(c3nnnn3-c3ccccc3)CC2)n2ncnc2n1,0,-7,1,-10,1,-2,-0.1,-2,14
C/C(=C\c1ccccc1)CN1CCC(C(=O)N2CCC(C)CC2)CC1,-3,nt,8,-13,3,5,-1.4,-8,58
CN1CCN(C(=O)/C=C\C(=O)O)CC1,-1,-8,0,-11,-1,30,0.3,-12,1
CCC(=O)N1CCc2cc(S(=O)(=O)NC(Cc3ccccc3)C(=O)Nc3nccs3)ccc21 (centres undefined),-3,-11,3,-9,6,1,nt,-10,5[fluorescence artefact?]
CCOC(=O)c1nn(-c2cccc(Cl)c2)c2nc(Nc3ccccc3)cc(=O)n12,-4,20,2,-25,-4,-18,1.8,-13,1
O=C(Cc1ccc(S(=O)(=O)N2CCOCC2)s1)Nc1ccc(N2CCOCC2)cc1,-1,-3,22,4,-6,-2,3.4,-4,-1
CC(=O)c1ccc(-n2c(C)ccc2-c2ccccc2)cc1,2,-30,6,10,-2,-2,0.1,-12,-23
O=C(Nc1cccc(S(=O)(=O)N2CCOCC2)c1)c1cn(-c2ccccc2)nc1-c1ccc(F)cc1,-8,3,7,0,-3,32,2.0,-18,-7[fluorescence artefact?]
Cc1c(NC(=O)C(=O)/C=C(\O)c2ccc(Cl)cc2)c(=O)n(-c2ccccc2)n1C,-5,-3,1,7,1,18,0.8,-6,-12
COc1ccc(NC(=O)CSc2nnnn2C2CCCC2)cc1,0,-4,12,-13,-3,-1,24,-2,-5
COc1cccc(OC)c1C(=O)NC(=S)Nc1cc(-c2nc3ccccc3[nH]2)ccc1Cl,-1,nt,-1,2,-1,-8,0.9,-49,-2[fluorescence artefact?]

# Filtered by structure, the compounds so far containing a thiophene ring, fused or not
SMILES,Runt-CBFb FRET,Mdm2 ligase inh,Hck-Nef inh,EBV gp42 block,Runt-SMMHC FRET,TbHK1 inh,L929 necroptosis,p47phox inh,14-3-3 Bad inh
Cc1ccc2[nH]c(=O)c(CN(C(=O)c3cccs3)c3ccccc3)cc2c1,-2,-8,1,-2,0,-2,0.0,-5,4
O=S(=O)(NC1CCCCC1)c1ccc(Cl)s1,2,-5,-1,-28,-7,-1,0.2,-5,10
O=C(Cc1ccc(S(=O)(=O)N2CCOCC2)s1)Nc1ccc(N2CCOCC2)cc1,-1,-3,22,4,-6,-2,3.4,-4,-1

# Additional records follow:
SMILES,Runt-CBFb FRET,Mdm2 ligase inh,Hck-Nef inh,EBV gp42 block,Runt-SMMHC FRET,TbHK1 inh,L929 necroptosis,p47phox inh,14-3-3 Bad inh
O=C(O)Cn1cc(/C=C2/SC(=O)N(CC(=O)N3CCCCCC3)C2=O)c2ccccc21,8,6,24,-16,27,-7,1.3,-1,-8
COc1ccc(NC(=O)c2ccc3c(c2)n(C)c(=O)n3C)cc1,-1,nt,-4,-14,4,-4,nt,5,2
CNCC(O)CN(c1ccccc1)c1ccccc1 (centres undefined),-5,-3,14,-1,-3,12,-3.1,-6,2
CCC(=O)Nc1ccc2nc(SCC(=O)N3CCOCC3)sc2c1,2,2,4,-7,-1,-2,0.7,-8,-9
Cc1sc2nc(CSCC(=O)NC(C)(C)C)[nH]c(=O)c2c1C,0,-23,24,-30,-36,-1,10,-26,-13
COc1cc(-c2cc(C(=O)OCC(=O)Nc3ccc4c(c3)OCO4)c3ccccc3n2)cc(OC)c1OC,-4,-9,3,-8,-7,-8,1.9,-25,-14[fluorescence artefact?]
CCOC(=O)N1CCN(C(=O)C(=O)NNC(=O)COc2ccc(Cl)cc2)CC1,0,-10,1,-18,3,-7,0.1,1,20[fluorescence artefact?]
COc1cc([N+](=O)[O-])ccc1Nc1nc(C)cc(C)n1,1,nt,3,-5,-6,-8,0.9,-8,22
Cc1nc2ccc(C(=O)N3CCN(c4ccccn4)CC3)cc2s1,0,-4,-1,-23,3,1,0.1,-11,-1
Cc1ccc(C)c(Nc2ncnc3nc[nH]c23)c1,1,-20,2,-3,0,-1,3.0,-11,5
COc1cc(C=O)ccc1OCCOCCOc1ccccc1Cl,3,-7,-1,0,0,4,-0.3,-6,9
Cc1onc(-c2ccccc2)c1-c1csc(N/N=C/c2ccccc2Cl)n1,0,-13,4,-5,-1,-27,2.1,-4,-4

# Compound activity from PubChem BioAssay.
